Compound activity from PubChem.
KDM5B inh: KDM5B demethylase inhibition | Potency, µM (titrated, usually from 57.7 µM), for inactives: at the top dose activity change, negative = inhibition, most hits filed as inhibitors | KDM5B demethylase, FDH-coupled NADH fluorescence (FDH is formaldehyde dehydrogenase) | Q9UGL1 | 220,000 tested, 2.6% active | AID 1347165; active means well fitted inhibition curve with a large enough effect; inconclusive means small, poorly fitted or top-dose-only effect; inactive means no such curve, though single readings can be large or run the other way; further: 0% is about no effect; nearly all actives have a fitted effect of over 70% in size
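Coupled FDH/NAD⁺ fluorescence readout. KDM5BΔAP 200 nM final; compound titration, 10 min RT preincubation; substrate mix 12.5 µM H3K4me3, 25 µM 2-OG, 50 µM Fe(II), 100 µM ascorbate, 0.25 mM NAD⁺, 0.25 U/mL FDH; ΔRFU over 30 min.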
Starred values were filed as active, the others as inactive; i = inactive; ? = inconclusive; [ ] = dose if it differs, or a comment. Potency means the concentration at half of the fitted maximal effect. A portion of the library (hit frequency here may not be typical).

KDM5B inh	compound
12%	COc1ccc(N2CC(C(=O)N3CCN(c4cccc(C(F)(F)F)c4)CC3)CC2=O)cc1 (configuration not stated)
-21%	Cc1cc(=O)oc2cc(OCC(=O)NCc3cccs3)c(Cl)cc12
15%	O=C(COc1ccccc1)Nc1ccc(Cl)c(-c2nc3ccccc3o2)c1
?	COc1cccc(NC(=O)C2CCN(c3ccc(Sc4ccc(C)cc4)nn3)CC2)c1
25µM*	COc1ccc(NC(=O)N2CCC(N3CC4CC(C3)[C@H]3CCCC(=O)N3C4)CC2)cc1OC (some centres not stated)
20%	O=C(NC1CCCC1)N1CCCC1
15%	CN(C)c1cc(CNC(=O)/C=C/c2cccc(F)c2)ccn1
-21%	COc1cc(OC)cc(-c2nc3nc(C)c(CCC(=O)Nc4ccc(Cl)cc4)c(C)n3n2)c1
12%[149 µM]	O=C1NC2(Cc3ccccc31)CN(Cc1ccc(F)cc1)C2
-13%	CC1=C(c2ccccc2)[N+](=O)C(C)(c2ccc(C)cc2)N1[O-] (configuration not stated)
-24%	CCC(Oc1ccc(F)cc1)C(=O)Nc1nc2c(s1)CCCC2 (configuration not stated)
-23%	O=C(Nc1ccc(Br)cc1)c1cc(S(=O)(=O)NC2CCCC2)ccc1F
?	CCOc1ccc(S(=O)(=O)N2CCN(c3ccc(C)cc3C)CC2)c2ccccc12
-11%	COc1ccccc1NC(=O)c1ccccc1-c1ccccc1C(=O)O
-11%	Cc1ccc(-c2cc(C(F)F)n3ncc(C#N)c3n2)cc1
7%	O=C(OCC(=O)N1CCOCC1)c1ccccc1O
4%	O=C(C1CC1)N1CCC2(CC1)C(=O)NCN2Cc1ccc(Cl)cc1
-14%	COc1ccccc1NC(=O)C(=O)NCCc1csc(-c2cccc(F)c2)n1
1%	NC(=O)c1cnc2n1CCN(C(=O)CCNC(=O)c1ccc(F)cc1)C2
-45%	C=CCn1c(SCCNC(C)=O)nc2cc(-c3ccccc3)sc2c1=O
-11%	Cc1ccc(NC(=O)CCc2c[nH]c3ccccc23)cc1Cl
1%	CN1C(=O)CC(C(=O)O)C12CCN(Cc1ccc3c(c1)OCCO3)CC2 (configuration not stated)
55%[activator]	CCNC(=O)C1C(c2ccc(NC(=O)c3cccc(Cl)c3)cc2)OC(=O)N1Cc1ccc(C)cc1 (configuration not stated)
0%	O=C(Cc1ccc2c(c1)OCCO2)Nc1cccc(S(=O)(=O)N2CCOCC2)c1
27%	COC[C@@H]1CN(C(=O)Cc2cccc(OC)c2)C[C@H]1c1ccccn1
14%	COc1cc2c(cc1CN1CCCC(O)(CN(C)C)C1)OCCCO2 (configuration not stated)
-37%[86.2 µM]	CC(=O)Nc1ccc(CNC2(Cc3cc(CN(C)C)on3)COC2)cc1
-26%[86.2 µM]	O=C1NCCCN1C1CCN(Cc2ccccn2)CC1
?	CN(C)[C@@H]1C[C@H](Cn2cc(C3CC3)nn2)[C@@H](O)[C@H]1O
11%	CCc1nc2nc(C)cc(Nc3cc(C)ccc3C)n2n1
-45%	CCOC(=O)c1ccccc1NC(=O)CSc1cn(CC(=O)N2CCOCC2)c2ccccc12
28µM*	COc1ccc2[nH]c(C(=O)N[C@@H]3CN(S(C)(=O)=O)C[C@H]3CN(C)C)cc2c1
12%	CC(=O)c1c(C)[nH]c(C(=O)NCCc2ccc(F)cc2)c1C
20%	O=C(NC1CCN(Cc2ccccc2)CC1)C(F)(F)F
6%	CC(C)OCCCNC(=O)c1cccc(CS(C)(=O)=O)c1
-3%	CCOC(=O)C1(Cc2cccc(OC)c2)CCCN(C(=O)c2ccc(OC)o2)C1 (configuration not stated)
11%	O=C(NCc1ccc(F)cc1)c1ccc(N2CCOCC2)c([N+](=O)[O-])c1
?	Cc1ccc(CN2C(=O)C(O)(c3c[nH]c4ccccc34)c3cc(Cl)ccc32)cc1 (configuration not stated)
21%	Cc1ccc(CN(CCc2ccccc2)C(=O)c2cccc(C#N)c2)s1
-10%	CC(C)Cc1noc(CN(C)C(=O)c2cc(C(C)C)n3ncnc3n2)n1
-20%	O=C(Cn1nc2c(cc1=O)CCCC2)Nc1cccc(-c2ncn[nH]2)c1
?	CCCCN(C)CCNC(=O)C1CCN(c2nc3ccc(CC)cc3s2)CC1
?	O=C1CC2(CCN(S(=O)(=O)c3cccs3)CC2)Oc2cc(Cl)ccc21
-9%	CN1CCC(N(C)C(=O)CCn2ccc3ccccc32)CC1
14%	COc1ccc(CN2C(NC(=O)OCc3ccccc3)=NC3=CC(C)(C)n4c(=O)n(-c5ccccc5)c(=O)n4C32)c(OC)c1 (configuration not stated)
-28%	Cn1c(=O)oc2cc(S(=O)(=O)Nc3ccc(O)cc3)ccc21
-21%	COc1cccc(-c2nnc(-c3ccccc3NC(=O)c3cccc(C(F)(F)F)c3)o2)c1
-19%	CCOC(=O)c1c(C)[nH]c(C)c1S(=O)(=O)N1CCCC(C(=O)Nc2ccccc2OCC)C1 (configuration not stated)
-30%	CCN(c1ccc(OC)cc1)S(=O)(=O)c1nnc(NC(=O)COc2ccc(F)cc2)s1
2%	COc1cccc(C(=O)NN2CC(O)=C(c3nc(-c4ccc(Cl)cc4)cs3)C2=N)c1
2%	Cc1c(/N=C(\[O-])Nc2ccc(Br)cc2)sn[n+]1C
-30%	Cc1ccc(-n2ncc(C(=O)NCc3ccc4c(c3)OCO4)c2C2CCN(C(=O)OC(C)(C)C)CC2)c(C)c1
?	COc1ccc(NC(=O)C2(S(=O)(=O)c3ccc(C)cc3)CC2)c(OC)c1
?	COc1ccc(NC2=CC(c3cccc(OC)c3)N(c3ccc(OC)cc3)C2=O)cc1 (configuration not stated)
14%	Cc1ccc(C(=O)NCCn2ccc3ccccc32)cc1[N+](=O)[O-]
?	CCOC(=O)CNc1cccc(C(=O)O)c1
13%	CC(C)(C)OC(=O)N1CCC(N2CCN(Cc3ccccc3)C(=O)C2=O)CC1
-7%	CCCCc1cnc2c(c1SCC(=O)Nc1ccccc1C(=O)OCC)c(=O)n(C)c(=O)n2C
21%	Cc1ccc(C)c(Cn2nnc3c(=O)[nH]c(C4CCCN(S(=O)(=O)Cc5ccccc5)C4)nc32)c1 (configuration not stated)
-2%	CCn1nc(C(=O)NC(CC(=O)OC)c2ccc(F)cc2)c2ccccc2c1=O (configuration not stated)

(next part)
KDM5B inh	compound
9%	COc1ccc(NS(=O)(=O)c2ccc3oc(SCC(=O)N4CCCCC4)nc3c2)cc1
?	CCOc1ccc(C(=O)Nc2ccccc2N2CCN(C(=O)c3ccccc3)CC2)cc1
-6%	COc1cccc(-c2nc(/C=C(/CCC(=O)O)c3nc4ccccc4s3)cs2)c1
-6%[86.2 µM]	CC(=O)Nc1ccc(CN2CCOC[C@H]2c2ncc(-c3cccc(Cl)c3)[nH]2)cc1
23%	CN1C(=O)c2cccn2CC1CNC(=O)Nc1ccccc1 (configuration not stated)
-10%	COc1ccccc1N1CCN(S(=O)(=O)c2ccc(-c3cc(C(F)(F)F)on3)s2)CC1
12%	O=C(CN(C(=O)c1csnn1)c1ccc(F)c(Cl)c1)NC1CCCC1
2%	CCN1CCCC1CNC(=O)C1CCCC1 (configuration not stated)
27%	CN(C)C(=O)c1cccnc1OC1CCN(C(=O)Nc2cc(F)cc(F)c2)C1 (configuration not stated)
25%	COc1ccc(CCc2nc(-c3nnn4c3COC(c3ccc(Cl)cc3)C4)no2)cc1 (configuration not stated)
?	CC1CCN(c2oc(-c3ccc([N+](=O)[O-])cc3)nc2C#N)CC1
19%	COc1ccc(C(C(=O)O)N2CCN(c3ccc(F)cc3)CC2)c(OC)n1 (configuration not stated)
?	O=C(c1cc(=O)[nH]c2ccccc12)N1CCN(Cc2ccccc2)CC1
-6%	COC(=O)c1cc(OCc2ccccc2C#N)cc(C(=O)OC)c1
-10%	CCCc1cc(C(=O)N2CCC3(CC2)CC(=O)N(CCCOC)C3)n(C)n1
-1%	COc1c(Cl)cc(C(=O)Oc2cccc(C)c2)cc1Cl
2%	COc1ccc(Cc2nnc3n2N(C(C)=O)C(c2ccc(Cl)c(Cl)c2)=C(C(C)=O)S3)cc1
?	COc1ccc(-c2ocnc2C(=O)Nc2ccc(C)c(Cl)c2)cc1OC
-18%	N#C/C(=C/c1ccccc1Cl)c1nc(-c2cc3ccccc3oc2=O)cs1
-30%	Clc1ccc2nc(N3CCC(NCCc4cccnc4)CC3)sc2c1
-15%	NC1CCN(Cc2ccc(-c3nc(CCn4cccn4)cc(=O)[nH]3)cc2)CC1
6%	O=C(O)c1cccc(NC(=O)c2ccc(Cl)s2)c1
-34%	Nc1nc2c(s1)CN(C(=O)C1CCC(=O)N(C3CCCC3)C1)CC2 (configuration not stated)
-16%	COc1ccc(N2CCN(C(=O)CCNC(=O)Cn3ccc4ccccc4c3=O)CC2)cc1
-16%	COc1cc2nc(NCCc3cccc(C)c3)n3nc(-c4ccccc4)nc3c2cc1OC
?	COc1ccc(C)cc1NC(=O)c1ccc2c(c1)C(O)CCCCCN2C (configuration not stated)
-28%	O=C(CSc1nc(=O)n(Cc2ccco2)c2c1CCC2)NCc1ccccc1
25%	COc1cc2c(-c3ccccc3)c(C)oc2cc1CN1CCC2(CC1)C(=O)N(C(C)C)C(=O)N2C
-25%	Cc1nn2c(C)c(C(=O)NC(C)(C)C)cnc2c1-c1ccc(F)cc1
?	O=C(c1ccc2cncn2c1)N1CCOCC1
28%	Cn1c(=O)c2c(ncn2C(C(=O)Nc2ccc(F)cc2)c2ccccc2)n(C)c1=O (configuration not stated)
?	Cc1cc(C(=O)N2CCC(CCOc3ccc(F)cc3)C2)c(C)n1Cc1ccc(F)cc1 (configuration not stated)
-14%	CCOC(=O)c1[nH]c2ccccc2c1NC(=O)CCC1CCCCC1
0%	COc1ccc(CN2Cc3cc(NC(=O)Cc4ccc(F)cc4)ccc3OC(C)C2=O)cc1 (configuration not stated)
-17%	NC(=O)C1CCCN(C(=O)CCCNC(=O)c2ccc(Cl)cc2)C1 (configuration not stated)
25µM*	CCNc1ncnc2sc3c(c12)CCN(Cc1ccncc1)C3
-22%	CCCCCCCNS(=O)(=O)c1ccc(OC)c2ncccc12
?	O=C(Nc1nc2n(n1)C(c1ccc(Cl)cc1)C=C(c1ccccc1)N2)c1ccco1 (configuration not stated)
?	Cc1cccc(-n2nnnc2S(C)(=O)=O)c1
-4%	COC(=O)c1ccc(Cl)cc1NC(=O)Nc1nnc(N(C)Cc2ccccc2)s1
-2%	O=S(=O)(c1ccc(NC(=S)NCc2ccncc2)cc1)N1CCCCC1
-21%	N#CCCN1CCCc2cc(N=Nc3ccc(C(F)(F)F)cc3)ccc21
27%	O=C(Nc1cccc(S(=O)(=O)NC2=NCCCCC2)c1)c1cccnc1Cl
12%	O=C(O)CCC(=O)N1N=C(c2ccsc2)CC1c1ccccc1 (configuration not stated)
2%	O=C(c1cccc(F)c1)N1CCCC(n2cc(-c3nc(C4CC4)no3)nn2)C1 (configuration not stated)
13%	COc1ccc(CCC(=O)NC2CCN(C(=O)N3CC4CC(C3)[C@H]3CCCC(=O)N3C4)CC2)cc1 (some centres not stated)
i	COc1ncccc1Nc1ncc(-c2ccccc2)c2c1OCC2
32%[86.2 µM]	Cc1ccc(C(=O)NC[C@H]2O[C@@H](CC(=O)N3CCOCC3)[C@H](O)[C@@H]2O)cc1
-12%	Cn1c(SCC(=O)Nc2ccccc2F)nc2c(=O)[nH]cnc21
2%	CC(Sc1n[nH]c(-c2cccs2)n1)C(=O)Nc1cc(Cl)cc(Cl)c1 (configuration not stated)
3%	COc1ccc(S(=O)(=O)N2CCN(Cc3ccc(C(F)(F)F)cc3)CC2)cc1OC
?	CCc1ccc([S+](=O)([O-])c2nnn3c2nc(NCCCOC(C)C)c2ccccc23)cc1
35µM*	N#Cc1cccc(CN2CCc3nc(C(=O)Nc4cccc(C(F)(F)F)c4)oc3CC2)c1
-14%	Cc1cccc(CS(=O)(=O)Cc2ccc(C(=O)NCc3ccc(Cl)cc3)o2)c1
22%	Cc1cc(C)nc(/N=C2\NC(=O)CC(C(=O)O)N2c2ccc(Cl)cc2)n1 (configuration not stated)
-3%	Oc1c(C(c2ccccc2Cl)N2CCOCC2)sc2nc(-c3ccco3)nn12 (configuration not stated)

Of the compounds above, these have an NH in an aromatic ring.
KDM5B inh	compound
-11%	Cc1ccc(NC(=O)CCc2c[nH]c3ccccc23)cc1Cl
28µM*	COc1ccc2[nH]c(C(=O)N[C@@H]3CN(S(C)(=O)=O)C[C@H]3CN(C)C)cc2c1
12%	CC(=O)c1c(C)[nH]c(C(=O)NCCc2ccc(F)cc2)c1C
?	Cc1ccc(CN2C(=O)C(O)(c3c[nH]c4ccccc34)c3cc(Cl)ccc32)cc1 (configuration not stated)
-20%	O=C(Cn1nc2c(cc1=O)CCCC2)Nc1cccc(-c2ncn[nH]2)c1
-19%	CCOC(=O)c1c(C)[nH]c(C)c1S(=O)(=O)N1CCCC(C(=O)Nc2ccccc2OCC)C1 (configuration not stated)
21%	Cc1ccc(C)c(Cn2nnc3c(=O)[nH]c(C4CCCN(S(=O)(=O)Cc5ccccc5)C4)nc32)c1 (configuration not stated)
-6%[86.2 µM]	CC(=O)Nc1ccc(CN2CCOC[C@H]2c2ncc(-c3cccc(Cl)c3)[nH]2)cc1
?	O=C(c1cc(=O)[nH]c2ccccc12)N1CCN(Cc2ccccc2)CC1
-15%	NC1CCN(Cc2ccc(-c3nc(CCn4cccn4)cc(=O)[nH]3)cc2)CC1
-14%	CCOC(=O)c1[nH]c2ccccc2c1NC(=O)CCC1CCCCC1
-12%	Cn1c(SCC(=O)Nc2ccccc2F)nc2c(=O)[nH]cnc21
2%	CC(Sc1n[nH]c(-c2cccs2)n1)C(=O)Nc1cc(Cl)cc(Cl)c1 (configuration not stated)
